ELG1 repair inh – inhibitors of ELG1-dependent DNA repair in HEK293T cells; AID 504467; Potency, µM (highest dose often 46.1 µM), for the others: at the top dose activity change, negative = inhibition, actives largely listed as inhibitors; HEK293T ELG1-luciferase reporter, luminescence, 16 h; DNA damage induced by 5-fluorouridine; 330,000 tested, 2.3% active; also: potency is read from the fitted curve at half-maximal effect; % is scaled to controls: 0 for no effect and ±100 for the full control effect; nearly all actives have a fitted effect of over 55% in size
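5-Fluorouridine DNA damage + compound/DMSO, 2,000 cells/well, 16 h, 37 °C/5% CO2. ONE-Glo, 30 min RT, luminescence. Readout = decrease in reporter signal.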
FLuc counter – inhibits or activates purified firefly luciferase, miR-21 counter-screen; P08659; purified FLuc, Km substrates, luminescence inhibition; Potency, µM (highest dose often 57.5 µM), for the others: at the top dose activity change, negative = inhibition, actives largely listed as inhibitors; 360,000 tested, 6.9% active; AID 588342;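 also: potency is read from the fitted curve at half-maximal effect; plate controls were vehicle for no effect and reference inhibitor for full effect; nearly all actives have a fitted effect of over 55% in size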
Target sequence (P08659 whole entry, looked up): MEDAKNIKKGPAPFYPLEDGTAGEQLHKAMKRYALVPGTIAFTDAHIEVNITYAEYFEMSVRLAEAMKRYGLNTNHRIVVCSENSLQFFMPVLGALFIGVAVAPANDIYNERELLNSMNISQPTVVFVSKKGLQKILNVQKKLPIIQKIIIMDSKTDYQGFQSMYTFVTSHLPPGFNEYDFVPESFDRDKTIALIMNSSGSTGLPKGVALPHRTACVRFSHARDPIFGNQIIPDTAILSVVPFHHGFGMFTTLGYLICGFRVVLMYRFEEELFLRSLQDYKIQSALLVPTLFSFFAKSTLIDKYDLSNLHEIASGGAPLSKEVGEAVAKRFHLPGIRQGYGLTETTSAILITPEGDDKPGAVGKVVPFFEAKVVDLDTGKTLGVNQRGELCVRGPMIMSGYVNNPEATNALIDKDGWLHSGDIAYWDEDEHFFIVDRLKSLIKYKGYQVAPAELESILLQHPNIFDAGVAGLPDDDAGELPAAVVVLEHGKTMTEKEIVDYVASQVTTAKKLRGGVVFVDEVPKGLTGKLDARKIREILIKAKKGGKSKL
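Purified P. pyralis luciferase, 10 nM final, with Km-level 10 uM D-luciferin and 10 uM ATP in 50 mM Tris acetate pH 7.5, 10 mM Mg acetate, 0.01% Tween-20, 0.05% BSA; 6-point qHTS titration about 60 µM downward; luminescence read.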
TRPV1 ag – activates the human vanilloid receptor TRPV1; TRPV1-expressing cells, Fluo-8 calcium influx, agonist mode; AID 540275; activation, % at 8.33 µM; 320,000 tested, 0.19% active; in the data active = activation above about 80%; inconclusive = between about 30% and that limit; also: 0% is about no effect
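TRPV1-expressing cells were cultured overnight at 35.5C and loaded with Fluo-8 calcium dye for 40 to 90 min at room temperature. After a 10 s baseline, compound was added and calcium influx was read kinetically for 3 min (ex 480/em 520 nm).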
BRCA1 expr act – increases BRCA1 expression. MCF7-BRCA1-FFLuc reporter, luminescence, 48 h; response scale: scaled: vehicle 0%, 10 µM genistein 100%. AID 624202. Potency, µM (highest dose often 46.1 µM), without a hit: top-dose activation, most hits filed as activators. 380,000 tested, 1.1% active; also: potency is read from the fitted curve at half-maximal effect; nearly all actives have a fitted effect of over 80% in size; some results filed as inactive show a strong effect at the top dose
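MCF7-BRCA1-FFLuc cells, 2000/well in phenol-red-free MEM, attached 2 h then treated 48 h at 37 C. Luciferase luminescence read 15 min after reagent; normalized to genistein maximum activation (10microM) and DMSO, concentration-response fitted.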
Rab9 prom act – activates the Rab9 promoter | Huh7 Rab9 promoter-luciferase reporter, luminescence, 24 h | Potency, µM (highest dose often 9.22 µM), without a hit: at the top dose activation, negative = inhibition, most hits filed as activators | 320,000 tested, 2.8% active; also: potency is read from the fitted curve at half-maximal effect; % of control where 0% means no effect; nearly all actives have a fitted effect of over 60% in size
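Huh7 reporter line, Rab9 promoter upstream of luciferase. Compound exposure 24 h at 37 °C in reduced-serum medium with 10% FBS. Read-out: luminescence.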
NPC1 prom act – activates the NPC1 promoter; Potency, µM (titrated, usually from 9.22 µM), inactives show at the top dose activation, most hits filed as activators; Huh7 NPC1 promoter luciferase reporter, 24 h; AID 485313; 320,000 tested, 2.4% active;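 also: potency is read from the fitted curve at half-maximal effect; % of control where 0% means no effect; nearly all actives have a fitted effect of over 60% in size; reporter is driven by a mutant NPC1 promoter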
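In 1536-well qHTS, Huh7 cells harboring an NPC1 promoter–luciferase construct received compound for 24 h; activation was quantified by luminescence following luciferase reagent addition.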
RORg inh – inhibitors of mouse ROR gamma transcriptional activity; P51450; Drosophila S2 Gal4-RORgamma UAS-luciferase reporter, 20 h; Potency, µM (doses to about 53.6 µM), without a hit: at the highest dose activity change, negative = inhibition, actives largely listed as inhibitors; 310,000 tested, 5.4% active; also: potency is read from the fitted curve at half-maximal effect; % is scaled to controls: 0 for no effect and ±100 for the full control effect; nearly all actives have a fitted effect of over 60% in size
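Read-out: Photinus luciferase luminescence; inhibitors lower reporter signal. Insect Schneider cells with Gal4-ROR gamma fusion under metallothionein promoter, UAS reporter; 700 uM final copper sulfate induction, 20 hr, ambient temperature.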
VP16 counter – counter-screen for ROR gamma inhibitors: Gal4-VP16 reporter | Drosophila S2 Gal4-VP16 UAS-luciferase, luminescence, 20 h | Potency, µM (doses to about 53.6 µM), for the others: top-dose activity, negative = inhibition, actives largely listed as inhibitors | 310,000 tested, 3.5% active;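 also: Gal4-VP16 expression switched on by copper sulfate through the metallothionein promoter; potency is read from the fitted curve at half-maximal effect; % is scaled to controls: 0 for no effect and ±100 for the full control effect; nearly all actives have a fitted effect of over 50% in size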
p53 reactivator – restores transcriptional activity of mutant p53 | H1299 p53-A138V BP100-luciferase reporter, luminescence, 24 h | Potency, µM (titrated, usually from 92.2 µM), for inactives: top-dose activity change, positive = activation, usual class: activators | 320,000 tested, 0.063% active | AID 504706; also: potency is read from the fitted curve at half-maximal effect; % of control where 0% means no effect; nearly all actives have a fitted effect of over 45% in size
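H1299 (p53-null), stable ts p53-A138V + BP100-Luc; 1000 cells/well, Opti-MEM/10% FBS; cpd 4 pt, 1:5; 24 h, 37 deg C, 5% CO2; detection reagent 10 min RT; luminescence.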
Tb PFK block – T. brucei PFK enzyme inhibition. Potency, µM (titrated, usually from 57.5 µM), without a hit: at the top dose activity, negative = inhibition, hits mostly inhibitors. 330,000 tested, 0.17% active. O15648. T. brucei PFK, ADP-Glo luminescence;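 also: potency is read from the fitted curve at half-maximal effect; 0% = uninhibited 1x PFK enzyme wells and -100% = no-enzyme wells; nearly all actives have a fitted effect of over 60% in size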
Target sequence (O15648 whole entry, looked up): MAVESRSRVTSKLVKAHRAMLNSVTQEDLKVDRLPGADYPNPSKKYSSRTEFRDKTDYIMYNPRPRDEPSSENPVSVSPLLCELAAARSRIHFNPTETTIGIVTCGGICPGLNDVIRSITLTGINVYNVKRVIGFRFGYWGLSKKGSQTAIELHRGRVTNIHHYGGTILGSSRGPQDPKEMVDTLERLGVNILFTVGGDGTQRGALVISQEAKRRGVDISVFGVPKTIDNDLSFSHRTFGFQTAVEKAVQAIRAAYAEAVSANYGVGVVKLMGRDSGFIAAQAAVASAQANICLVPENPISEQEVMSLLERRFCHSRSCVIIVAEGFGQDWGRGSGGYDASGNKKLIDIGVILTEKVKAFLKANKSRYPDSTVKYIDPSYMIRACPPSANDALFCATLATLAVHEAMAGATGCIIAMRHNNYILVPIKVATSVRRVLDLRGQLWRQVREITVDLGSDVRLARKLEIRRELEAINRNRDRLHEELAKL
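In TEA buffer at pH 8.0 with 5 mM MgCl2, enzyme (1.25 nM) converted F6P (0.5 mM) and ATP (0.1 mM) for 45 min at room temperature. ADP product was read by luciferase luminescence.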
ELG1 genotox – genotoxicity induction in ELG1-luciferase HEK293T cells; 330,000 tested, 1.3% active; Potency, µM (series often up to 46 µM), without a hit: at the highest dose activity change, positive = activation, usual class: activators; HEK293T ELG1-luciferase reporter, luminescence, 16 h; also: potency is read from the fitted curve at half-maximal effect; % of control where 0% means no effect; nearly all actives have a fitted effect of over 60% in size
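After overnight (16 hr) compound treatment at 37 °C, ELG1-luciferase HEK293T cells were lysed with ONE-Glo; luminescence quantified 30 min later at room temperature.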
Numbers without * were called inactive; ? = inconclusive; . = not tested or not shown; [ ] = dose if it differs, or a comment. Unless noted, calls follow the shape of the dose curve; as a rule, active = well fitted curve in the direction sought with a large enough effect; inconclusive = small, poorly fitted or top-dose-only effect, or another doubt; inactive = no such curve, though single readings can be large; an effect the other way counts as inactive or inconclusive.

structure	ELG1 genotox	NPC1 prom act	BRCA1 expr act	VP16 counter	RORg inh	TRPV1 ag	ELG1 repair inh	Rab9 prom act	p53 reactivator	Tb PFK block	FLuc counter
COC(=O)[C@@]12CCCCN1[C@H](c1ccc(-c3ccc(OC)cc3)c(OC)c1)[C@@H]1C(=O)N(C)C(=O)[C@@H]12	-8.0%	5.9%	-50.1%	.	.	4.1	-10.1%	0.8%	-8.9%	-1.9%	2.0%
O=C(NC(=S)Nc1ccc(F)cc1)C1CCCCC1	?	?	?	10µM*	8.91µM*	?	?	?	2.2%	-3.1%	?
Cc1ccc(SCc2nc(-c3ccncc3)no2)cc1	-0.1%	0.0%	62.5%	7.2%	36.8%	9.9	12.2%	2.6%	16.2%	16.2%	4.2%[2.3 µM]
Nc1nnc(CC(=O)N/N=C/c2ccc(-c3ccc(F)cc3)o2)s1	0.5%	1.1%	8.6%	2.1%	-4.3%	-1.4	0.0%	-6.0%	-5.0%	-4.9%	?
CCn1nnnc1NCc1ccc(OCc2ccc(F)cc2Cl)c(OC)c1	-6.4%	-6.6%	29.4%	-7.8%	?	?	?	-11.2%	-8.4%	-6.3%	-6.8%
O=C(CSc1nnc(NC(=O)c2c(F)cccc2F)s1)Nc1ccc(F)cc1	19.4%	?	-4.0%	-7.0%	-39.6%	2.8	?	2.24µM*	8.4%	5.5%	-4.1%
COc1ccc(C(=O)Nc2ccc(OC)c([N+](=O)[O-])c2)cc1Br	16.2%	-1.6%	-2.9%	-13.5%[10 µM]	-0.8%	?	-1.3%	-0.8%	-3.2%	0.5%	3.1%
CCOC(=O)CC(NS(=O)(=O)c1ccc2[nH]cc(C(=O)O)c(=O)c2c1)c1ccc(OCC)c(OC)c1 (centres undefined)	1.0%	-0.2%	0.1%	9.6%	-25.9%	2.3	8.4%	-0.3%	1.5%	?	2.2%
COc1ccc(CCN2CC(C(=O)N(C)Cc3ccc4nsnc4c3)CCC2=O)cc1 (centres undefined)	-0.9%	0.2%	-11.0%	0.6%	13.6%	0.7	4.0%	1.3%	-9.1%	4.2%	2.2%
CC1(C)Cc2ccccc2C(/C(=N/O)C(N)=O)=N1	-1.1%	-0.3%	10.3%	-5.3%	3.5%	0.2	?	-2.8%	3.6%	0.0%	2.4%

Nothing new here: an excerpt of the list.
structure	ELG1 genotox	NPC1 prom act	BRCA1 expr act	VP16 counter	RORg inh	TRPV1 ag	ELG1 repair inh	Rab9 prom act	p53 reactivator	Tb PFK block	FLuc counter
CCOC(=O)CC(NS(=O)(=O)c1ccc2[nH]cc(C(=O)O)c(=O)c2c1)c1ccc(OCC)c(OC)c1 (centres undefined)	1.0%	-0.2%	0.1%	9.6%	-25.9%	2.3	8.4%	-0.3%	1.5%	?	2.2%
COc1ccc(CCN2CC(C(=O)N(C)Cc3ccc4nsnc4c3)CCC2=O)cc1 (centres undefined)	-0.9%	0.2%	-11.0%	0.6%	13.6%	0.7	4.0%	1.3%	-9.1%	4.2%	2.2%
CC1(C)Cc2ccccc2C(/C(=N/O)C(N)=O)=N1	-1.1%	-0.3%	10.3%	-5.3%	3.5%	0.2	?	-2.8%	3.6%	0.0%	2.4%

Carrying on:
structure	ELG1 genotox	NPC1 prom act	BRCA1 expr act	VP16 counter	RORg inh	TRPV1 ag	ELG1 repair inh	Rab9 prom act	p53 reactivator	Tb PFK block	FLuc counter
OC(CNCc1ccc(Cl)c(Cl)c1)c1ccccc1 (centres undefined)	-0.3%	0.5%	1.0%	3.9%	4.7%	7.0	6.7%	-4.6%	-4.7%	?	-4.9%
CN(C(=O)COC(=O)c1ccc2c(c1)NC(=O)CS2)C1CCS(=O)(=O)C1 (centres undefined)	3.3%	6.1%	-30.9%	-1.6%	12.4%	.	9.8%	8.8%	1.3%	2.0%	3.6%
CCOC(=O)c1cc(C)sc1NC(=O)CSc1nnnn1C	9.6%	8.4%	-12.2%	-20.1%	-13.4%	2.5	5.8%	17.0%	-13.8%	4.1%	2.8%
CC(=O)C1=C(N2CCCCC2)CCC1=O	-0.6%	1.0%	11.0%	-2.5%	-16.1%	8.0	9.5%	-9.5%	10.1%	-8.1%	9.1%
O=C(COC(=O)C1CC(O)CN1S(=O)(=O)c1ccccc1[N+](=O)[O-])c1ccc[nH]1 (centres undefined)	3.1%	-4.3%	5.1%	.	.	0.7	5.9%	-4.8%	5.6%	1.2%	4.7%
CN(C)S(=O)(=O)c1ccc(N2CCCC2)c(C(=O)NCc2cccc(C(F)(F)F)c2)c1	3.6%	-7.6%	-12.3%	-0.3%	19.7%	9.6	8.0%	1.7%	-4.6%	0.2%	4.9%
O=C(Nc1ccc(NC(=O)c2cccs2)cc1)c1cccs1	?	?	24.5%	8.2%	?	-6.8	?	?	7.2%	-1.1%	-1.1%
CC12CC3CC(C)(C1)CC(C(=O)NCc1cccnc1)(C3)C2	-5.1%	-3.1%	10.5%	-7.3%	16.0%	5.2	-6.1%	0.2%	1.6%	-3.7%	0.9%
Cc1ccc2c(CN3CCCCC3)cc(=O)oc2c1C	?	4.9%	?	8.3%	-1.5%	?	?	2.1%	13.1%	2.5%	?
O=C(CCCCn1c(=O)[nH]c2ccsc2c1=O)NCC1CCCO1 (centres undefined)	-3.5%	0.2%	0.9%	.	4.1%[0.365 µM]	-0.2	6.7%	0.4%	-4.5%	-11.6%	-1.1%

structure	ELG1 genotox	NPC1 prom act	BRCA1 expr act	VP16 counter	RORg inh	TRPV1 ag	ELG1 repair inh	Rab9 prom act	p53 reactivator	Tb PFK block	FLuc counter
CC(Oc1ccc(Br)cc1)C(=O)Nc1ccc(S(=O)(=O)N(C)C2CCN(C)CC2)cc1 (centres undefined)	0.4%	-7.4%	-85.0%	.	.	14.8	?	0.7%	-5.7%	0.0%	0.2%
CC(C)NC(=O)CSc1nc(-c2ccccc2)cs1	17.3%	?	10µM*	-17.2%	2.6%	2.2	?	2.51µM*	21.9%	0.4%	19µM*
O=C(Cc1cccs1)N=Nc1c(O)[nH]c2ccccc12	9.6%	10.3%	28.3%	-9.1%	-20.9%	2.8	22.7%	24.9%	14.9%	-14.7%	?
COC(=O)c1cc(-c2ccc(Cl)cc2)n(-c2ccc(S(N)(=O)=O)cc2)n1	8.8%	-1.5%	-14.2%	9.8%	28.3%	-1.0	?	-11.0%	0.6%	-0.4%	5.4%
CCCCOC(=O)N/N=C/C=C/c1ccccc1	4.0%	26.7%	55.4%	?	?	6.7	?	21.3%	?	2.1%	-0.9%
O=C(CN(CC1CCCO1)C(=O)CNS(=O)(=O)c1ccc(F)cc1)NC1CCCC1 (centres undefined)	2.9%	0.5%	-29.5%	11.9%	-18.8%	0.4	0.2%	4.3%	-0.8%	-0.3%	-0.4%
NC(=O)c1ccccc1[N+](=O)[O-]	4.3%	0.8%	3.0%	11.7%	-4.1%	2.4	3.5%	-2.3%	-1.5%	6.9%	0.2%
CCOC(=O)C(CO)(NC(C)=O)C(=O)OCC	0.0%	0.3%	5.2%	-0.4%	-24.9%	1.4	0.0%	1.3%	4.8%	-1.8%	-1.9%
CCC(C)[C@H](NC(=O)NCc1cccs1)C(=O)O (some centres undefined)	-2.7%	3.5%	0.0%	-2.4%	-7.2%	-3.0	11.9%	2.1%	0.6%	-0.8%	5.4%
CCOC(=O)c1cnn(-c2ccc(C(F)(F)F)cn2)c1N	?	?	63.2%	17.4%	?	11.7	?	?	29.2%	-2.1%	10.7µM*

structure	ELG1 genotox	NPC1 prom act	BRCA1 expr act	VP16 counter	RORg inh	TRPV1 ag	ELG1 repair inh	Rab9 prom act	p53 reactivator	Tb PFK block	FLuc counter
C=CCOC(=O)C1=C[C@@H](C2CCCCC2)C[C@@H](OCc2ccc(CO)cc2)O1	2.7%	-5.0%	4.4%	3.0%	0.1%	?	-7.1%	0.8%	-0.9%	-0.5%	-1.9%
Cc1ccc(-n2[nH]c(C)c(C=Nc3ccc(S(=O)(=O)Nc4nccs4)cc3)c2=O)c(C)c1	-0.5%	4.1%	.	-7.8%	1.3%	-0.1	7.7%	-4.6%	-0.8%	-17.1%	-16.7%
C=CCN(C(=O)c1csnn1)C(C(=O)NC1CCCCC1)c1ccc(C)cc1 (centres undefined)	1.0%	0.7%	-20.9%	17.4%	16.8%	?	-5.2%	-4.8%	-0.7%	0.3%	2.3%
COc1cc(C(C(=O)NC2CCCCC2)N(C(=O)c2snc(C(N)=O)c2N)c2ccc(C)cc2)ccc1O (centres undefined)	-2.3%	-7.7%	-41.4%	-10.7%	24.3%	2.4	?	-2.5%	-19.2%	0.4%	2.9%
O=C1/C(=C/c2cccnc2)SC(=S)N1c1ccccc1	2.8%	-1.5%	-0.3%	0.8%	?	9.3	?	-3.5%	2.7%	-4.3%	-4.5%
